Source: PubChem
Kir21 inh – inhibitors of mouse Kir2.1 inward-rectifier potassium channel; HEK293-Kir2.1, FluxOR thallium flux fluorescence; hits give low values; B-score at 10 µM; 0.85% of 310,000 active; AID 1672, 2009;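 active = fluorescence ratio B-score at or below minus 3 SD of library scores, with starting-brightness B-score within 2 SD, cut at about -4.2 in these data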;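 note: channel flux triggered by added potassium and thallium sulfate stimulus; B-score of peak minus minimum fluorescence over baseline after thallium stimulus; more negative B-score means stronger Kir2.1 block with less thallium influx; some compounds called inactive have numbers as strong as hits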
KCNQ2 inh – KCNQ2 potassium channel inhibitors, primary screen, cell-based, CHO-K1, FluxOR thallium flux, B-score (AID 2156) | Potassium voltage-gated channel subfamily KQT member 2 (Rattus norvegicus), O88943 | B-score at 10 µM | 20 min; hits give low values | 1.1% of 310,000 active;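 active = fluorescence ratio B-score at most minus 3 library SDs, with starting brightness B-score within 2 library SDs, cut at about -5.5 in these data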
Target sequence (O88943 whole entry, looked up): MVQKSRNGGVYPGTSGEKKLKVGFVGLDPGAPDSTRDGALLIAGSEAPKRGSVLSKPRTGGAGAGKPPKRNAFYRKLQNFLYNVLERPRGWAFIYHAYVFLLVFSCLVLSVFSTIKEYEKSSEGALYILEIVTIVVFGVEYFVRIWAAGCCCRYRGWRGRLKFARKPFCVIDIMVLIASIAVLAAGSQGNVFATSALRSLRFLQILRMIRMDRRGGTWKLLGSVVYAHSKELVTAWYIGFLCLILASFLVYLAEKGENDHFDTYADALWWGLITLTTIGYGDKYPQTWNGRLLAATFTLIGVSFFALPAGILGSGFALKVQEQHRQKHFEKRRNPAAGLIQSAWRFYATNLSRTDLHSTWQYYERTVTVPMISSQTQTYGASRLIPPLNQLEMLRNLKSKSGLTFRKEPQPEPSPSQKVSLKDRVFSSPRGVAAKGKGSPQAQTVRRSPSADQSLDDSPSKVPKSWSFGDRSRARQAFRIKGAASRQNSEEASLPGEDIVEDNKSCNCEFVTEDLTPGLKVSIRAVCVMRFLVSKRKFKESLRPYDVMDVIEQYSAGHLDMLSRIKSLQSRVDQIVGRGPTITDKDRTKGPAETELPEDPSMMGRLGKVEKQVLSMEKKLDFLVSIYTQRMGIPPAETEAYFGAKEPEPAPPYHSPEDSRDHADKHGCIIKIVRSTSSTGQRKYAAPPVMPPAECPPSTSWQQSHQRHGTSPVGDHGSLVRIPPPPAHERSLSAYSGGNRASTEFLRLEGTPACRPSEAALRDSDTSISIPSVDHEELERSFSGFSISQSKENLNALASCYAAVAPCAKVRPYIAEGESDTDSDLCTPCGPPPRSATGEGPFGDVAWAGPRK
Active calls of the source: *; i = inactive. Random draw from the library; any-hit rate near 1.9%.

SMILES	Kir21 inh	KCNQ2 inh
CC(C)c1csc(CN2CCCC(CCC(=O)NCc3ccccc3F)C2)n1 (stereo not given)	0.26	i
COc1cc(/C=C2\SC(=S)N(NC(=O)c3cccc(O)c3)C2=O)ccc1O	-1.28	i
COc1ccc(S(=O)(=O)n2cnc3ccccc32)cc1OC	-2.3	i
COc1cccc(Nc2ncc(C(=O)O)c3ccccc23)c1	1.06	i
Cc1ccccc1NC(=O)c1cc2c(C)nc3ccccc3c2o1	0.14	i
CCS(=O)(=O)c1ccc2oc(Nc3ccc(C(C)C)cc3)nc2c1	-0.22	i
CCOc1ccc(S(=O)(=O)N2CCCC(C(=O)NCc3ccncc3)C2)cc1Cl (stereo not given)	-0.03	i
CCc1cc2c(C)ccc(C)c2nc1SCC(=O)Nc1cc(C)on1	0.21	i
O=C(CCS(=O)(=O)Cc1ccc(Cl)cc1)NCCCN1CCOCC1	-0.92	i
CC(/C=N/Nc1ncc(C)c(=O)[nH]1)=C\c1ccccc1	0.63	i
Cc1cc(NC(=O)c2ccc(Cl)c(S(=O)(=O)N3CCCCC3)c2)no1	-0.34	i
COCCN1C(=O)c2ccc(C(=O)O)cc2C1=O	1.03	i
Cc1ccc(C(=O)NCC(=O)OCC(=O)N2CCCc3ccccc32)cc1	-1.27	i
CCOc1ccc(NC(=O)c2ccc(NCC(=O)N3CCCCCC3)cc2)cc1	-1.27	i
COC(=O)c1ccc(C(=O)OC)c(NC(=S)N2CCN(C(=O)C3CCCO3)CC2)c1 (stereo not given)	-0.07	i
CC(NC(=O)c1cc2c(cc1Cl)N1CCCCCC1=NS2(=O)=O)c1ccc(S(N)(=O)=O)cc1 (stereo not given)	0.07	i
Cn1c(=O)cc(OCC(=O)NCc2cccs2)c2ccccc21	0	i
COc1ccccc1NC(=O)Nc1nc(CC(=O)NCc2ccc(F)cc2)cs1	-0.41	i
COc1ccccc1N1CCN(CC(=O)Nc2cccc(F)c2)CC1	0.19	i
C=CCn1cccc(C(=O)Nc2ccc(OC)c(Cl)c2)c1=O	0.7	i
Cc1ccc2c(N)c(C(=O)N(c3ccccc3)c3ccccc3)sc2n1	-1.49	i
COc1cccc(-n2cc(CN(C)Cc3nc(Cc4cccc(F)c4)no3)cn2)c1	-0.38	i
Cc1ccc(C(=O)NNC(=O)c2ccco2)cc1	-0.55	i
Cc1ccc(-c2nnn(CC(=O)N(c3ccccc3)C(C(=O)NCC3CCCO3)c3cccs3)n2)o1 (stereo not given)	-0.16	i
COc1ccccc1NC(=O)C(Cc1ccc(Cl)cc1)c1nn[nH]n1 (stereo not given)	1.01	i
O=C(COC(=O)/C=C/c1ccc2c(c1)OCO2)Nc1ccccc1	0.29	i
COc1ccc(CNC(=O)CSc2cccc3cccnc23)cc1	-1.86	i
COC(=O)c1sccc1NC(=S)Nc1cc(C)ccc1OC	0.16	i
CC(C)=CCc1cc([C@@H]2CC(=O)c3ccc(O)c(CC=C(C)C)c3O2)ccc1O	0.63	-9.02*
Cc1cc(=O)n2nc(N3CCC(C(=O)NCc4cccc(Br)c4)CC3)sc2n1	2.17	i
O=C(CCn1c(=O)oc2ccccc21)Nc1nccs1	-0.04	i
Cn1c(/C(C#N)=C2/CCCCCN2)nc2ccccc21	0.16	i
Cc1ccc(NC(=O)Cn2c(C)cc(C)c(C#N)c2=O)c(Cl)c1	1.1	i
Cc1ccc(NC(=S)NC(NC(=O)c2ccccc2)C(Cl)(Cl)Cl)c(C)c1 (stereo not given)	-0.22	i
COc1ccc(OCc2cc(C(=O)NCCN3CCCC(O)C3)no2)c(Cl)c1 (stereo not given)	0.96	i
Cc1cc(OC(C)C(=O)NCc2ccccn2)c2c(C)c(C)c(=O)oc2c1 (stereo not given)	-0.43	i
COc1ccc(OCc2cc(C(=O)NC3Cc4ccccc4C3)no2)c(Cl)c1	-3.18	i
Cc1[nH]c(=O)[nH]c(=O)c1S(=O)(=O)N1CCN(c2ccccc2)CC1	-1.13	i
Cc1cc(C)cc(N=c2c([N+](=O)[O-])nn(-c3ccc4c(c3)OCCO4)n2O)c1	-1.32	i
CCN1CCc2c(sc(NC(=O)c3ccc(C(=O)c4ccccc4)cc3)c2C(N)=O)C1	0.82	i
CC(C)(C)c1ccc(S(=O)(=O)NCc2ccc(C(=O)NCC3CCCO3)cc2)cc1 (stereo not given)	0.54	i
CCSc1nnc(NC(=O)Cc2ccc(OC)cc2)s1	-0.14	i
Cc1cccc(NC(=O)Cc2nnc(NC(=O)Nc3ccccc3F)s2)c1	1.37	i
Cc1oc(-c2ccc(Cl)cc2)nc1CS(=O)CC(=O)NCc1ccco1 (stereo not given)	1.59	i
O=C(CSc1nnc(COc2ccccc2)o1)NC1CC2CCC1C2 (stereo not given)	-0.41	i
Cc1occc1C(=O)NCc1ccccc1	-0.1	i
COc1cc(C)c(CNc2ccc(OC)c(OC)c2)cc1C	1.48	i
Cc1ccc(S(=O)(=O)N(C)c2ccccc2C(=O)Nc2ccc3c(c2)OCCO3)cc1	-1.1	i
CCOc1cc(/C=N/O)ccc1OCc1ccccc1F	0.02	i
CCOC(=O)CNc1c(-c2ccccc2)nc2ccc(Cl)cn12	-0.01	-7.04*
CCCC(NS(=O)(=O)c1ccc(C)cc1)C(=O)O (stereo not given)	-1.15	i
O=C(CSc1nc2ccccc2o1)Nc1nc(-c2ccccc2)c(-c2ccccc2)s1	0.47	i
CN(C)c1ccc(CNC2C3CC4CC(C3)CC2C4)cc1 (stereo not given)	0.43	i
COc1ccc(-n2nnnc2SCC(=O)Nc2ccccc2)cc1	-0.04	i
NS(=O)(=O)c1cc(C2(O)NC(=O)c3ccccc32)ccc1Cl (stereo not given)	0.42	i
COc1ccc(-n2nnnc2SCC(=O)N2CCN(C(=O)c3ccco3)CC2)cc1OC	0.03	i
COC(CNC(=O)CN1C(=O)COc2ccc(S(=O)(=O)N3CCOCC3)cc21)OC	-0.07	i
Cc1cc(C2=NNC(=Nc3ccc(S(=O)(=O)N4CCOCC4)cc3)SC2)c(C)n1C	1.7	i
Cc1cc([N+](=O)[O-])nn1CC(=O)Nc1ccc(F)cc1	-0.8	i
Cc1ccc(S(=O)(=O)CCc2nc3ccccc3[nH]2)cc1C	-0.38	i
Later entries.
SMILES	Kir21 inh	KCNQ2 inh
COc1ccc2c(c1)c(/C=N/Nc1nc3ccccc3[nH]1)c(C)n2C	0.21	i
CCCN(CCC(=O)Nc1cc(OC)cc(OC)c1)CC1CC1	-0.65	i
O=C(O)CCc1ccc(-c2ccccc2)n1NC(=O)c1cccs1	-0.06	i
O=c1ccc2cc(S(=O)(=O)N3CCN(c4ccccc4F)CC3)ccc2[nH]1	-1.57	i
CN(C=C1C(=O)CC(C)(C)CC1=O)CCN1CCNCC1	-1.29	i
Cc1ccc(CNC(=O)C2CCC(=O)N(CCc3ccccn3)C2)s1 (stereo not given)	2.37	i
CN1CCN(c2ccc(NC(=O)c3cccs3)cc2)CC1	0.8	i
CCOc1ccc(CN(C(=O)c2ccccn2)c2ccc(OC)c(Cl)c2)cc1	-0.19	i
O=C(NCc1ccc2c(c1)OCO2)Oc1ccccc1	-3.1	i
COc1ccc(C(=O)NC2CCCc3c2cnn3-c2ccccc2F)o1 (stereo not given)	1.17	i
O=c1cc(-c2ccccc2)nc2nc(CCc3ccccc3)[nH]n12	1.24	i
CCNC(=S)NN=C1CCC(C(C)(C)C)CC1 (stereo not given)	-0.49	i
O=C(NCc1ccco1)c1cnn2c(C(F)(F)F)cc(-c3cccs3)nc12	0.02	i
COc1ccc(C2(CNC(=O)c3ccc(C)cc3)CCOCC2)cc1	0.01	i
COc1ccccc1NC(=O)c1cc(C(=O)Nc2ccccc2OC)cc(N2C(=O)CCC2=O)c1	1.01	i

The list goes on; the last two above are carried over.
SMILES	Kir21 inh	KCNQ2 inh
COc1ccc(C2(CNC(=O)c3ccc(C)cc3)CCOCC2)cc1	0.01	i
COc1ccccc1NC(=O)c1cc(C(=O)Nc2ccccc2OC)cc(N2C(=O)CCC2=O)c1	1.01	i
O=C(O)/C=C/c1ccc([N+](=O)[O-])o1	-2.65	i
O=C(COc1ccccc1)Nc1cccc2c1CCCC2	0.66	i
Cc1ccc(C(N)=O)cc1S(=O)(=O)Nc1cccc(C)c1C	-1.13	i
CCOC(=O)C1=C(N)Oc2cc(O)ccc2C1c1ccc([N+](=O)[O-])cc1 (stereo not given)	0.01	i
c1ccc(-c2oc3ncnc(NCCCn4ccnc4)c3c2-c2ccccc2)cc1	-2.35	i
COC(=O)c1cc(Br)c(=O)n(-c2ccccc2F)c1	0.97	i
CCOC(=O)Cc1csc(NC(=O)CSc2nnc(-n3nc(C)cc3C)c3ccccc23)n1	-0.97	i
CCOc1ccc(NC(=O)C2CC(=O)N(C)C(=Nc3ccc4c(c3)OCO4)S2)cc1 (stereo not given)	0.03	i
O=C(CSc1n[nH]c(=O)[nH]c1=O)NC1CCCCC1	-1.8	i
CC(C)[C@H](Nc1ccc(S(=O)(=O)N2CCOCC2)cc1[N+](=O)[O-])C(=O)OCC(=O)N(C(C)C)C(C)C	-0.05	i
COc1ccc(CC(=O)NC(C)(C)CC(C)=O)cc1OC	0.48	i
C/C(=N\OC(=O)c1ccc(F)cc1)c1sc(-c2ccccc2)nc1C	-0.04	i
O=C(NC1CCCCC1)n1c(=O)oc2cc(S(=O)(=O)N3CCCCC3)ccc21	0.25	i
O=C(OCc1ccccc1C(F)(F)F)c1cc([N+](=O)[O-])ccc1N1CCOCC1	-0.73	i
COc1ccc(CCNC(=S)Nc2ccc(S(=O)(=O)Nc3ncccn3)cc2)cc1OC	-1.19	i

Part of the list above, set out differently.
| Structure | Kir21 inh | KCNQ2 inh |
| --- | --- | --- |
| O=C(O)/C=C/c1ccc([N+](=O)[O-])o1 | -2.65 | i |
| O=C(COc1ccccc1)Nc1cccc2c1CCCC2 | 0.66 | i |
| Cc1ccc(C(N)=O)cc1S(=O)(=O)Nc1cccc(C)c1C | -1.13 | i |
| CCOC(=O)C1=C(N)Oc2cc(O)ccc2C1c1ccc([N+](=O)[O-])cc1 (stereo not given) | 0.01 | i |

Reprinted at random: 7 compounds from above.
SMILES	Kir21 inh	KCNQ2 inh
C/C(=N\OC(=O)c1ccc(F)cc1)c1sc(-c2ccccc2)nc1C	-0.04	i
CCOC(=O)Cc1csc(NC(=O)CSc2nnc(-n3nc(C)cc3C)c3ccccc23)n1	-0.97	i
O=C(NC1CCCCC1)n1c(=O)oc2cc(S(=O)(=O)N3CCCCC3)ccc21	0.25	i
O=C(COc1ccccc1)Nc1cccc2c1CCCC2	0.66	i
CC(C)[C@H](Nc1ccc(S(=O)(=O)N2CCOCC2)cc1[N+](=O)[O-])C(=O)OCC(=O)N(C(C)C)C(C)C	-0.05	i
COc1ccc(CC(=O)NC(C)(C)CC(C)=O)cc1OC	0.48	i
Cc1ccc(C(N)=O)cc1S(=O)(=O)Nc1cccc(C)c1C	-1.13	i

(list continues)
SMILES	Kir21 inh	KCNQ2 inh
O=C(NNc1cccc(Cl)n1)c1ccc(Cl)nc1	1.5	i
CCCn1c(N)c(C(=O)CSc2n[nH]c(-c3ccc(C)cc3)n2)c(=O)[nH]c1=O	0.45	i
O=c1cc(CO)oc(CN2CCN(CCO)CC2)c1O	0.66	i
COc1ccc(CNS(=O)(=O)CCNC(=O)c2ccc(OC)cc2)cc1	0.82	i
S=C(NCc1ccco1)N/N=C/c1ccc(Cl)cc1	2.74	i
O=C(CSc1nc2ccccc2c(=O)n1CCCN1CCOCC1)NC12CC3CC(CC(C3)C1)C2	2.68	i
COc1cccc(CN2C(=O)[C@H]3Cc4c([nH]c5ccccc45)C(C)(C)N3C2=O)c1	1.15	i
COc1ccc(Br)cc1S(=O)(=O)NCCN1CCOCC1	-1.13	i
CCOC(=O)C1=C(C)N=C2SC(C)C(=O)N2C1c1ccc(C(=O)OC)cc1 (stereo not given)	1.12	i
COc1ccc(OCc2nnc(SCC(=O)NC3CC4CCC3C4)o2)cc1 (stereo not given)	-1.5	i
CC1=C(C(N)=O)C(c2ccccc2)n2nc(-c3cccs3)nc2N1 (stereo not given)	1.35	i
O=C1C2(CCC13COC(c1ccc(O)cc1)OC3)COC(c1ccc(O)cc1)OC2 (stereo not given)	-0.85	i
CCn1c(=O)n(CC)c2cc(N3CCCC3)c(NC(=O)c3cccc(Cl)c3)cc21	0.96	i
Cc1cccc(CC2SC(N)=NC2=O)c1 (stereo not given)	-0.59	i
COCC(=O)Nc1nnc(COc2ccccc2)s1	-0.39	i
COCCN(C(=O)COC(=O)CCOc1ccccc1)c1c(N)n(Cc2ccccc2)c(=O)[nH]c1=O	0.85	i
COc1ccc(S(=O)(=O)Nc2cc(OC)c(NC(=O)c3ccco3)cc2OC)cc1	0.8	i
N#Cc1ccccc1Cn1c(=O)n(-c2ccc(CC(=O)NCc3ccco3)cc2)c(=O)c2sccc21	-1.5	i
O=C(NCCN1C(=O)C2C3C=CC(C3)C2C1=O)Nc1ccccc1 (stereo not given)	-0.11	i
O=c1[nH]oc(O)c1-c1ncc(C(F)(F)F)cc1Cl	2.46	i
CN(C(=O)CSc1nnc(COc2ccccc2F)n1N)C1CCCCC1	0.41	i
CCOC(=O)C(C)Oc1cccc2c(=O)n(CC(=O)NCCc3ccccc3)ccc12 (stereo not given)	-0.38	i
Cn1nc(OC(=O)Nc2ccccc2)cc1C(F)(F)F	-0.01	i
CC(C)c1ccccc1NC(=S)NC1CCN(Cc2ccccc2)CC1	-0.93	i
COc1ccccc1CN(C(=O)c1cnccn1)C(C(=O)NC1CCCCC1)c1cc(OC)c(OC)c(OC)c1 (stereo not given)	1.81	i
CC(C)CNC(=O)CN(C1CCCCC1)S(=O)(=O)c1ccccc1	-1.21	i
CCS(=O)(=O)N1CCC(C(=O)N2CCc3ccccc3C2)CC1	-0.15	i
CCOc1ccc(NC(=O)N[C@@H](Cc2ccccc2)C(=O)O)cc1	-0.06	i
CCCCCNC(=O)Cc1ccc(S(=O)(=O)N2CCOCC2)s1	0.13	i
O=C(CCS(=O)(=O)c1ccc(Br)s1)NCc1cccs1	-0.03	i
